TAG inh: reduces triacylglycerol accumulation in H9c2 cells. inhibition, % at 12.5 µM. hit rate 0.66% among 230,000. Nile Red lipid (TAG) fluorescence; cells loaded with 200 µM oleic acid. AID 651582;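 active means pattern-corrected inhibition of lipid staining of at least 50% with the nuclear-stain viability signal not falling by more than 50%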;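 further: 0% = DMSO wells and 100% = triacsin C control wells; some results filed as inactive read as strong as hits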
TAG inh DAPI viability: further read-out of TAG inh, marked with its call; DAPI nuclei signal change (viability), lower = more cytotoxic, %;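 whole-well DAPI fluorescence read on a plate reader as a viability signal; minus 50 percent equals half of cells still viable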
* hit, by the source's call. A portion of the library; count on the stated rates, not on these rows.

SMILES	TAG inh	TAG inh DAPI viability
CC(C)=CCNc1ncnc2c1c(C#N)cn2C1OC(CO)C(O)C1O (stereo not given)	58.3*	-29.5*
Cc1cccc(NC(=O)c2cc3c(=O)n4ccccc4nc3n(CC(C)C)c2=N)c1	16.6	1.4
C=CCn1c(C)cc(-c2csc(NC(=O)C3CCN(c4ncnc5sc(C)c(C)c45)CC3)n2)c1C	9.3	3.2
COc1cc(C(CC(=O)N2CCN(c3ccccc3)CC2)c2c(OC)cc(OC)c3ccc(=O)oc23)cc(OC)c1OC (stereo not given)	-1.9	-1.5
OCCCNc1cc(-c2ccnc(Nc3cccc(Cl)c3)n2)ccn1	89.6*	-34.2*
O=C(CN(C(=O)Cn1nnc(-c2ccccc2F)n1)c1cccc2c1CCCC2)NCc1ccccc1	7.6	-6.8
CCCCCn1c(C(Cc2ccccc2)NC(C)=O)nc2ccccc21 (stereo not given)	-10.8	-4.4
Cc1cn(S(=O)(=O)c2ccc(Br)cc2)cn1	-9.2	1.6
O=S(=O)(NC1CCCCC1N1CCCCC1)c1ccc(Cl)cc1 (stereo not given)	-4.8	-2.2
Cc1cccc(NC(=O)CNC(=O)COc2cc(F)ccc2[N+](=O)[O-])c1C	-24.8	1.5
C=CCN1C(=O)CSc2ccc(C(=O)NCc3cccs3)cc21	-5.2	2.7
CC(C)c1nc(N2CCOCC2)c(C#N)c2c1CCC2	-16.1	-4.1
Cc1ccccc1NC(=O)CC1SCCNC1=O (stereo not given)	4.6	-5.0
COc1ccc(CN2C(=O)C(CC(=O)NCCCCc3ccccc3)CC(C(=O)N(C)C)=C2C)cc1 (stereo not given)	1.5	-8.2
Cn1c(=O)n(CC(=O)OCc2ccccc2)c(=O)c2c1nc1n2CCCN1C1CCCCC1	-7.6	-1.8
Cc1ccc(NS(=O)(=O)c2ccc(Cl)c(C(=O)Nc3cccc(C(=O)O)c3)c2)cc1	-8.5	5.8
CN(C)S(=O)(=O)c1ccc(S(=O)(=O)N(CC(=O)Nc2ccccc2)CC2CCCO2)cc1 (stereo not given)	13.4	5.2
O=C(Nc1ccc(C(=O)O)cc1)/C(=C\C=C\c1ccccc1)NC(=O)c1cccc(Br)c1	8.2	-3.0
Cc1cccc(NC(=O)c2ccc(NCCO)c([N+](=O)[O-])c2)n1	18.8	-10.8
O=C(CCl)Nc1cn(-c2ccccc2)nc1-c1ccc(F)cc1	46.9	-49.9
Cc1nn(C)cc1S(=O)(=O)Nc1ccccc1Br	-10.4	-0.5
CC1C(=O)N2CCCc3cc(S(=O)(=O)N4CCN(c5cccc(Cl)c5)CC4)cc1c32 (stereo not given)	1.2	3.5
Cn1c(SCC(N)=O)nnc1C1CCN(C(=O)NCc2ccccc2)CC1	-8.6	8.7
COc1ccc(OC)c(-c2nnc3n2N=C(c2ccc(OC)c(OC4CCOC4)c2)CS3)c1 (stereo not given)	7.9	-27.2

The list goes on, overlapping the part above by 2 compounds.
SMILES	TAG inh	TAG inh DAPI viability
Cn1c(SCC(N)=O)nnc1C1CCN(C(=O)NCc2ccccc2)CC1	-8.6	8.7
COc1ccc(OC)c(-c2nnc3n2N=C(c2ccc(OC)c(OC4CCOC4)c2)CS3)c1 (stereo not given)	7.9	-27.2
COCCCNc1nc(N)c([N+](=O)[O-])c(NCC2CCCO2)n1 (stereo not given)	2.0	4.0
O=C(c1ccc(F)cc1)N1CCCC(c2nc(-c3ccncc3)no2)C1 (stereo not given)	-17.1	-10.6
CN(Cc1cccc2ncccc12)C(=O)CC1C(=O)NCCN1Cc1ccc(F)cc1 (stereo not given)	11.5	-3.5
O=C1CCN(Cc2ccc([N+](=O)[O-])cc2)CCN1[C@H](CO)c1ccccc1	2.4	-1.7
CCN(C(=O)Nc1cccc2ccccc12)c1ccccc1	-14.2	5.4
COc1ccc(NC(=S)Nc2ccc(N(C)C(C)=O)cc2)cc1	8.3	-3.6
O=C(CCC(=O)N1CCN(c2ccc(F)cc2)CC1)N1CCN(c2ccc(F)cc2)CC1	-5.7	-0.1
Cc1nn(C)c(C(=O)Nc2ccc(S(=O)(=O)NC34CC5CC(CC(C5)C3)C4)cc2)c1Br	17.2	5.9
Cc1cc(SCC(N)=O)nc(SCC(=O)c2ccccc2)n1	0.0	2.8
COc1cc(CN2CCC(C(=O)NC(c3ccc(-c4ccccc4)cc3)c3cnccn3)CC2)cc(OC)c1 (stereo not given)	1.0	7.2
Cc1nc2oc(C(=O)c3ccc(Br)cc3)c(N)c2c2c1COC(C)(C)C2	17.7	7.7
C/C(CC1CC(C)(C)OC1=O)=N/Nc1nc(-c2ccccc2)cs1 (stereo not given)	12.7	-13.0
COc1ccc(NC(=O)NC[C@@H]2CC[C@@H](Cc3ccc(-c4ccccc4)cc3)O2)cc1	-23.9	9.5
COCCCNC(=O)CC1C[C@H](C(=O)N2CCOCC2)[C@@]2(C)c3[nH]c4ccccc4c3CCN2C1=O (stereo not given in full)	4.0	-11.4
CC(C)(C)c1cc(C(=O)NNc2cc(C(F)(F)F)ccc2Cl)n(Cc2ccccc2)n1	32.5	-11.3
Cc1ccn2c(CNCCCn3cccn3)c(C(=O)N3CCCCCC3)nc2c1	8.3	4.0
O=C1CCNc2c(Cl)cc(Cl)cc21	3.1	0.1
CC(C)(C)Cc1nnc(NC(=O)c2cc(-c3ccccc3)nc3ccccc23)s1	24.7	-11.7
O=C(CN1CCc2ccccc21)Nc1ccc2c(c1)OCO2	4.5	16.6
O=S(=O)(NCCNS(=O)(=O)c1cccs1)c1cccs1	-7.2	-0.2
CCc1ccc(NC(=O)N2CCC(c3ccccc3)C2)cc1 (stereo not given)	-2.2	-5.0
CCN(c1ccccc1)S(=O)(=O)c1ccc(C(=O)NCc2ccccn2)cc1	18.1	6.6
CCCCCCn1c(C(C)O)nc2ccccc21 (stereo not given)	-27.8	9.4
COc1ccc(C(=O)Nc2ccc3nc(C)sc3c2)cc1OC	9.6	0.7
O=C(Nc1ccc(Br)cc1Br)C1CC(=O)N(Cc2ccccc2)C1 (stereo not given)	-2.5	7.2
CCC(C)N(C(=O)Cn1nc(C)c([N+](=O)[O-])c1C)C1CCS(=O)(=O)C1 (stereo not given)	-6.6	-8.5
Cc1cn2c(nc1=O)OC1CC2OC1CO (stereo not given)	9.6	-7.7
CCOc1ccccc1Oc1c(C)oc2cc(OC(=O)N3CCOCC3)ccc2c1=O	-15.4	-5.5
COC(=O)C1=C[C@@H](C(=O)OC)[C@@H]2C3=C(C(=O)[C@]2(CC(C)C)NC(=O)c2ccccc2)[C@H](C)n2c(=O)n(-c4ccccc4)c(=O)n2[C@@H]3C1	3.5	-5.7
O=C(COC(=O)C1CC1)NCc1ccc(Cl)cc1Cl	2.7	0.6
CC1(C(=O)Nc2cnc3ccccc3c2)CCN1CCc1ccccc1 (stereo not given)	2.4	0.5
CC(C)NC1(C(N)=O)CCN(Cc2ccccc2)CC1	-23.5	-3.0
CS(=O)(=O)c1ccc(NC(=O)CCN2C(=O)C3CC=CCC3C2=O)cc1 (stereo not given)	-11.1	11.8
COc1ccc(F)cc1S(=O)(=O)Nc1ccc(C)cc1	-13.8	-3.7
Oc1cccnc1CCc1ccccc1	-7.5	-5.4
Cc1cc(NC(=O)c2ccc(C#N)cc2)n(-c2ccccn2)n1	7.1	-1.4
COc1ccc(NC(=O)COC(C)=O)cc1OC	-7.8	-11.2
O=C(CN1CCN(c2cccc(C(F)(F)F)c2)CC1)N(C1CC1)C1CCS(=O)(=O)C1 (stereo not given)	26.5	7.2
CC1(Cc2ccccc2Cl)C(=O)Nc2ccc(OC(F)(F)F)cc21 (stereo not given)	-3.8	7.6
CN(CC(=O)Nc1ccc(Cl)cc1)C(=O)CCc1nc2sc3c(c2c(=O)[nH]1)CCCC3	-12.4	-2.5
Cc1ccc(C(=O)NC(C)c2ccc(-n3ccnc3)cc2)o1 (stereo not given)	-15.7	-3.3
CCC(C)c1ccc(OCc2ccc(C(=O)OC)o2)cc1 (stereo not given)	-3.3	0.6
CC1CCC(NC(=O)CN(C)S(=O)(=O)c2cccc3cccnc23)CC1 (stereo not given)	-9.9	7.8
CCC1CCC2(CC1)SCC(=O)N2c1ccccc1 (stereo not given)	-3.3	2.5
CC(C)n1c(SCC(=O)N2CCN(C(=O)c3ccco3)CC2)nc2c1c(=O)n(C)c(=O)n2C	-1.3	-1.3
CC(=O)Nc1cc(C(=O)OCC(=O)c2ccc(C)cc2)ccc1C	1.2	-4.9
CCOC(=O)c1ccc(NC(=O)C2CCN(S(=O)(=O)CC)CC2)cc1	-1.7	8.7
CC(=O)NCCNC(=O)c1oc2ccccc2c1CSc1ncn[nH]1	-2.4	6.0

Record cards, as listed above. Values in the order: TAG inh | TAG inh DAPI viability
CCC(C)c1ccc(OCc2ccc(C(=O)OC)o2)cc1 (stereo not given) across the screens: -3.3 | 0.6
CC(C)n1c(SCC(=O)N2CCN(C(=O)c3ccco3)CC2)nc2c1c(=O)n(C)c(=O)n2C across the screens: -1.3 | -1.3

Continued.
SMILES	TAG inh	TAG inh DAPI viability
COc1ccc(-n2nc(C(=O)N3CCC(C#N)CC3)c3c4ccccc4n(C)c3c2=O)cc1	4.9	0.6
O=S(=O)(O)Sc1ccccc1	0.0	-2.0
O=C1[C@H]2[C@@H](c3ccc(Cl)cc3)N3C(=O)N(c4cccc(Br)c4)C(=O)[C@@]3(Cc3ccc(Cl)cc3)[C@H]2C(=O)N1C1CCCCC1	12.7	-19.0
O=C(O)c1ccccc1SCC(=O)N1CCc2ccccc21	-0.5	-1.8
CCN(CC)CCNC(=O)c1ccc(NC(=O)c2ccc(F)cc2F)cc1	-15.5	10.4
COc1ccccc1-c1nnc(NC(=O)c2ccc(S(=O)(=O)N(C)C)cc2)o1	0.2	7.3
Cc1ccc(-c2nnc(N3CCN(C(=O)CN4C(=O)c5ccccc5C4=O)CC3)c3ccccc23)cc1	12.7	6.6
Cc1nc2sc(C(=O)O)c(N)c2c2c1COC(C)(C)C2	17.4	5.6
Cc1ccccc1CN(C)C(=O)COC(=O)CSc1ccc([N+](=O)[O-])cc1	-4.4	1.0
CC[C@@H](C)C(NC(=O)OC(C)(C)C)c1cn([C@@H](Cc2cc3ccccc3[nH]2)C(=O)N2CCN(C(=O)OC(C)(C)C)CC2)nn1 (stereo not given in full)	45.9	-5.5
COCCCNC(=S)N1CCN(S(=O)(=O)c2ccc(OC)cc2)CC1	-13.8	2.5
CC1=CC(=O)Nc2ncccc2O1	17.7	-4.9
O=C(c1ccc2snnc2c1)N1CCSCC1	-8.3	-1.1
O=C(c1cc(COc2c(F)cccc2F)on1)N1CCC(c2ccccc2Cl)C1 (stereo not given)	-0.8	-1.3
CC(C(=O)O)n1cnc2sc3c(c2c1=O)CCCC3 (stereo not given)	19.4	-5.8
CCOC(=O)C1=C(C)Nc2nc(C)nn2C1c1ccc(OCC)c(OC)c1 (stereo not given)	8.3	-2.0
COc1ccc(Cl)cc1S(=O)(=O)N1CCC(C(=O)NCC2CCCO2)CC1 (stereo not given)	6.8	5.4
CCCOc1ccc(/C=N/Nc2ccccn2)cc1OC	-8.5	11.0
Cc1ccc(Cn2c(=O)c3c(ncn3C)n(C)c2=O)cc1	-5.9	-5.7
S=C(c1ccc(-c2ccccc2)o1)N1CCCCC1	-29.6	3.4
O=C(O)CCC(=O)NNC(=O)CCCOc1ccc(Cl)cc1Cl	19.7	-10.7
C[C@@H]1CN([C@@H](C)CO)C(=O)CCCn2nncc2CO[C@@H]1CN(C)C(=O)c1ccc(N2CCN(C)CC2)cc1	-2.3	-1.4
COC(=O)/C=C1\SC(N)=NC1=O	-8.5	4.9
O=C(Nc1ccc(Cl)cc1)NC1(C(=O)NCCCN2CCOCC2)CCCCC1	9.4	-0.9
CC1(C(=O)Nc2cccc(C(F)(F)F)c2)Cc2c(-c3ccccc3)ccnc2O1 (stereo not given)	0.3	-0.5
COc1cc2[nH]c(Cl)c([N+](=O)[O-])c2cc1OC	-1.8	-0.9
O=S(=O)(NCC(c1cccs1)N1CCc2ccccc2C1)c1ccccc1 (stereo not given)	10.1	2.5
CCN1CCN(S(=O)(=O)c2ccc(Cl)c(C(=O)N(CCc3ccccc3)Cc3ccccc3)c2)CC1	0.1	10.7
COc1ccc(NC(=O)c2cccn(CC=C(C)C)c2=O)cc1	-2.8	2.8
CCCN(CCC)C(=O)CC(c1ccccc1)C1CCOC(C)(C)C1 (stereo not given)	-31.6	8.1
CCCCN(CCCC)CC(O)Cn1c2ccccc2c(=O)c2ccccc21 (stereo not given)	2.2	66.8
O=C(CCCN1C(=O)c2cccc3cccc(c23)C1=O)OCC(=O)N1CCCCC1	-3.2	5.6
CCCCCCCNC(=O)C1(CC2CC(c3cccc(Br)c3)=NO2)CCN(C(=O)c2ccccc2)CC1 (stereo not given)	-2.1	-8.9
COc1cc(/C=C2\C(=O)NN(c3ccc(C)cc3)C2=O)cc([N+](=O)[O-])c1O	7.3	2.3
O=C(NC1CCC(O)CC1)c1cc(-c2ccco2)nc2ccccc12 (stereo not given)	6.9	26.3
O=C(CCNC(=O)c1ccco1)NCCN1C(=O)S/C(=C\c2ccc(F)cc2)C1=O	-21.2	-5.1

Rewritten with each value named: 4 of the compounds above.
SMILES: CC1(C(=O)Nc2cccc(C(F)(F)F)c2)Cc2c(-c3ccccc3)ccnc2O1 (stereo not given)
  TAG inh: 0.3
  TAG inh DAPI viability: -0.5

SMILES: COc1cc2[nH]c(Cl)c([N+](=O)[O-])c2cc1OC
  TAG inh: -1.8
  TAG inh DAPI viability: -0.9

SMILES: O=S(=O)(NCC(c1cccs1)N1CCc2ccccc2C1)c1ccccc1 (stereo not given)
  TAG inh: 10.1
  TAG inh DAPI viability: 2.5

SMILES: CCN1CCN(S(=O)(=O)c2ccc(Cl)c(C(=O)N(CCc3ccccc3)Cc3ccccc3)c2)CC1
  TAG inh: 0.1
  TAG inh DAPI viability: 10.7

Carrying on.
SMILES	TAG inh	TAG inh DAPI viability
Cc1ccc(C2(CCNCc3ccc(N(C)C)cc3)CCOC(C(C)C)C2)cc1 (stereo not given)	19.3	3.9
Cc1ccc(C(=O)NC(=O)CSc2nnc(C)s2)cc1	8.2	-0.2
COC(=O)c1[nH]c2ccc(C)cc2c1NS(=O)(=O)c1ccc(F)cc1	-10.0	0.2
Cc1ccc(NC(=O)c2cc(=O)n(Cc3ccccc3)c(=O)[nH]2)cc1C	-3.5	5.0
Cc1ccc(-c2csc(NCCc3nc4cc(Cl)c(Cl)cc4n3CCOCCO)n2)cc1	29.3	2.5

Screening data as filed in PubChem BioAssay.
